Source: PubChem BioAssay
Pf Dd2 inh = inhibitors of Plasmodium falciparum Dd2 growth. actives 4.3% (n = 120,000). Potency, µM (top dose mostly 28.9 µM), without a hit: at the top dose activity, negative = inhibition, actives largely listed as inhibitors. P. falciparum Dd2 growth, SYBR Green, 72 h. AID 1347417; active means well fitted inhibition curve with a large enough effect; inconclusive means small, poorly fitted or top-dose-only effect; inactive means no such curve, though single readings can be large or run the other way;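 further: plate controls were DMSO vehicle for no effect and reference drug for full effect; nearly all actives have a fitted effect of over 65% in size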
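Readout: SYBR Green fluorescence, 485 nm excitation, 535 nm emission, after ~16 h lysis at 37C. Before that, Dd2-infected red cells (2.5% hematocrit) grew 72 h with compound, 29 uM top final concentration.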
The depositor's hits bear a star; i = inactive; ? = inconclusive; [ ] = remark or other dose. Potency means the concentration at half of the fitted maximal effect. The list is partial; the hit share may differ from the screen's.

SMILES | Pf Dd2 inh
OC1(Cn2ccnc2)CCN(Cc2ccccc2Cn2cccn2)CC1 | ?
Cc1cc(C)c(CNC(=O)c2cc(-c3ccccc3O)cc3c2OCCN3C)c(=O)[nH]1 | ?
Cc1ccc(C(=O)N2CCC3(CC2)COc2ccccc2C(=O)N3)cc1 | ?
COc1ccccc1N(CC(=O)Nc1ccc2c(c1)OCO2)S(=O)(=O)c1ccc(C)cc1 | -11.1%
COc1ccc(-c2cc(N3CCC(NC(=O)c4ccc(F)cc4Cl)CC3)n[nH]2)cc1 | i
CCOc1ccccc1NC(=O)Cn1c(=O)n(CCCC(=O)NCCOC)c(=O)c2cc(OC)c(OC)cc21 | 9.7%
O=C(c1cccc(F)c1)N1CCN2C(=O)N(C3CCCCC3)C(=O)[C@@H]2C1 | i
Cc1ccc(CNC(=O)CCCCn2c(=O)c3ccccc3n(Cc3c(C)cc(C)cc3C)c2=O)cc1 | ?
CCOC(=O)C(CC)Sc1ncnc2sc3c(c12)CCCC3 (configuration not stated) | -24.4%
COC(=O)c1ccccc1NC(=O)CN(c1ccc(Cl)cc1)S(=O)(=O)c1ccc(OC)cc1 | -4.9%
COc1cccc(CNC(=O)CN2C(=O)NC(c3ccc(C)cc3)C3=C2COC3=O)c1OC (configuration not stated) | i
O=C(c1ncn[nH]1)N1CCN(c2cc(C3CC(O)C3)ncn2)CC1 (configuration not stated) | -7.4%
COc1ccc(C)cc1Nc1nc(-c2cccc(Cl)c2)c2c(n1)-c1ccccc1OC2 | 61.9%[activator][0.594 µM]
CN(Cc1ccccc1)C[C@H]1CN2CC[C@H]1C[C@@H]2CNC(=S)Nc1ccc(N(C)C)cc1 | i
Cc1ccc2nc(CO[C@H]3CN(C(=O)c4ccccc4)C[C@H]3F)[nH]c2c1 | i
CCC(=O)N1CCC(Cc2noc(C3CCOCC3)n2)C1 (configuration not stated) | 109.2%[activator]
Cc1cc(C)cc(NC(=O)N2CCC(CN3CCc4ccccc4C3)CC2)c1 | 10.1%
COc1ccccc1C1=NS(=O)(=O)N(C)C(C(=O)Nc2cc(OC)c(OC)c(OC)c2)=C1 | ?
Cn1nc2n(c1=O)CCN(C(=O)CCCc1c[nH]c3ccccc13)CC2 | 1.3%
CCc1ccc(OC(=O)c2sc3ncn(Cc4cccc(F)c4)c(=O)c3c2C)cc1 | 40.6%[activator]
CC(C)(C)NC(=O)N1CCCC1c1noc(COc2ccc(F)cc2)n1 (configuration not stated) | -22.9%
Cc1ccccc1S(=O)(=O)N1CCCC(Cc2noc(-c3ccncc3)n2)C1 (configuration not stated) | ?
O=C(NCCn1cc(SCc2cccc(F)c2)c2ccccc21)c1cccc(C(F)(F)F)c1 | -21.7%
O=C1CC(c2ccccc2)N(Cc2ccncc2)CCCN(C(=O)COc2ccc(F)cc2)CCN1 (configuration not stated) | ?
O=C(Nc1cc(-c2ccc(F)c(F)c2)no1)c1ccccc1F | i
COc1cccc(-c2nc(-c3c(C)noc3C)cc3cc(C)oc23)c1 | ?
CN(Cc1ccccc1)C(=O)CSc1nc(-c2ccc(F)cc2)cc(C(F)(F)F)n1 | ?
O=C1NC(=NC2CCCCC2)C2(CCCN([S+](=O)([O-])c3cccc(C(F)(F)F)c3)C2)N1c1cc(F)cc(F)c1 (configuration not stated) | ?
CCOc1ccccc1CN1CCC[C@H]1C(=O)N1CCCCCCNC(=O)CC1 | 6.31µM*
O=C(Nc1ccc(F)cc1)C1CCCN1c1nc2ncccc2o1 (configuration not stated) | 12.4%

Of the compounds above, these have a thiophene ring, fused or not:
SMILES | Pf Dd2 inh
CCOC(=O)C(CC)Sc1ncnc2sc3c(c12)CCCC3 (configuration not stated) | -24.4%
CCc1ccc(OC(=O)c2sc3ncn(Cc4cccc(F)c4)c(=O)c3c2C)cc1 | 40.6%[activator]

Continued.
SMILES | Pf Dd2 inh
Cc1cc(NC(=O)CCn2c(=O)c3cccn3c3cccnc32)ccc1Br | 1.5%
NC(=O)C1(C(=O)NCc2nc(-c3cccc(F)c3)c(-c3ccccn3)[nH]2)CC1 | 11.3%
COc1ccc(C(=O)N2CCn3c(nn(-c4ccc(C(F)(F)F)cc4)c3=O)C2)cc1 | -3.1%
O=C(c1ccoc1)N1CCCN(C2CCC3(CCNCC3)CC2)CC1 | 14.4%
O=C(NCc1cccs1)C1CCCN1c1nc2ncccc2o1 (configuration not stated) | 13.1%[44.1 µM]
COc1ccc(S(=O)(=O)NCCc2nnc3ccc(SCC(=O)Nc4cc(C)cc(C)c4)nn23)cc1 | ?
COCCNc1nc2c(S(=O)(=O)c3ccc(C)c(C)c3)nnn2c2ccc(Cl)cc12 | 11.8%
COc1ccc(-c2ccc3nc(-c4cc(F)cc(F)c4)oc3c2)c(OC)c1OC | 4.4%
CSc1ccc(C2C(C(=O)Nc3ccccc3)=C(C)Nc3nc4ccccc4n32)cc1 (configuration not stated) | ?
COc1ccc(-c2nc(C3CC3)nc3c2CCN(Cc2ccsc2)CC3)cc1 | 10µM*
O=C(Cc1ccccc1)N1CCC2(CNc3ccccc3[S+](=O)([O-])N2)C1 (configuration not stated) | i
CN1CCCC2(Cc3ccccc3CN([S+](=O)([O-])c3ccccc3)C2)C1 (configuration not stated) | -19.1%
O=C1Nc2ccc(-c3ccc4c(c3)OCO4)cc2C(=O)N2CCN(C(=O)c3cccs3)C[C@@H]12 | 12.6µM*
O=[S+]([O-])(Nc1ccccc1)c1ccc2c(c1)OCCN(Cc1nccs1)C2 | -7.5%[44.1 µM]
CC(C)(C)n1nnnc1C1CC2(CCOCC2)C(=O)N1Cc1ccc(C(F)(F)F)cc1 (configuration not stated) | 8.1%
Cc1cc(C)cc(CSCC(=O)N[C@H]2CCOC[C@H]2C2CCOCC2)c1 | -11.7%
O=C(c1cccc(Br)c1)N1CCN(c2cc(-c3ccc(Cl)cc3)[nH]n2)CC1 | ?
CCC(Sc1nc2nccnc2c(=O)n1Cc1ccc(OC)cc1)C(=O)NC1CCCCC1 (configuration not stated) | ?
COc1cccc(-c2nc(CS(=O)(=O)CC(=O)NCc3ccc(C)cc3)c(C)o2)c1 | -16.7%
O=C(NCCCN1CCc2ccccc2C1)C1Cn2cccc2C(=O)N1Cc1ccccc1 (configuration not stated) | 0.891µM*
CCc1nc2ccc(C(=O)NCc3cccc(Br)c3)cc2nc1CC | ?
CCN(CC)Cc1cnc2c(C(=O)N(C)Cc3ccccc3C)cnn2c1 | -3.3%
c1ccc(C(c2cccs2)c2c[nH]c3ccccc23)cc1 (configuration not stated) | -20.0%
COc1ccc(NC(=O)CCS(=O)(=O)c2nc(-c3cccs3)cc(C(F)(F)F)n2)cc1 | 2.4%
Cc1ccc(NC(=O)Cn2c(=O)n(-c3ccc(CC(=O)NCC4CCCO4)cc3)c(=O)c3ccccc32)cc1 (configuration not stated) | -3.6%
Cc1cccc(-c2cn[nH]c2C2CCN(C(=O)c3cc(=O)[nH]c(=O)[nH]3)CC2)c1 | -12.7%
COc1ccc(S(=O)(=O)NCCc2sc(C)nc2C)cc1F | 40.2%[activator]
O=C([C@@H]1C[C@H](F)CN1S(=O)(=O)c1ccccc1)N1CCOCC1 | 134.0%[activator]
O=C(CSc1nnc(-c2ccc(Cl)cc2)o1)c1ccc([N+](=O)[O-])cc1 | 13.6%
COc1ccc(OC)c(S(=O)(=O)NCCc2sc(-c3ccc(C)cc3)nc2C)c1 | 21.6%

Laid out differently: results already given.
mol	Pf Dd2 inh
Cc1cc(C)cc(CSCC(=O)N[C@H]2CCOC[C@H]2C2CCOCC2)c1	-11.7%
O=C(c1cccc(Br)c1)N1CCN(c2cc(-c3ccc(Cl)cc3)[nH]n2)CC1	?
CCC(Sc1nc2nccnc2c(=O)n1Cc1ccc(OC)cc1)C(=O)NC1CCCCC1 (configuration not stated)	?
COc1cccc(-c2nc(CS(=O)(=O)CC(=O)NCc3ccc(C)cc3)c(C)o2)c1	-16.7%
O=C(NCCCN1CCc2ccccc2C1)C1Cn2cccc2C(=O)N1Cc1ccccc1 (configuration not stated)	0.891µM*
CCc1nc2ccc(C(=O)NCc3cccc(Br)c3)cc2nc1CC	?

Continued.
SMILES | Pf Dd2 inh
CCc1cccc(NC(=O)N2CCCC2c2nncn2C2CCCC2)c1 (configuration not stated) | -6.5%
Cn1ccnc1-c1ccc(N2CCCC(CO)(CCOc3ccccc3)C2)nn1 (configuration not stated) | ?
Cc1cc2ncc(C(=O)NCc3cccnc3)cn2n1 | 13.6%[44.1 µM]
Cc1ccc(N2CCN(c3nc4ccccc4n4nnnc34)CC2)c(C)c1 | 26.3%
Clc1cccc(-c2cnc([C@@H]3COCCN3Cc3c[nH]c4ccccc34)[nH]2)c1 | ?
COc1ccc(C2Cn3nnc(-c4noc(-c5ccc(OC)c(F)c5)n4)c3CO2)cc1 (configuration not stated) | i
COc1ccccc1NC(=O)c1sc2nc(-c3cc4ccccc4oc3=O)[nH]c(=O)c2c1C | -2.0%
O=C1NCCCCCCN(C(=O)c2ccco2)[C@H]2CCC[C@@H]12 | 23.2%
COCC(=O)N1CCCN(CCc2ccccc2)c2ccccc21 | ?
COc1cccc(S(=O)(=O)N2CCC(c3noc(-c4ccccn4)n3)C2)c1 (configuration not stated) | i[5.79 µM]
COc1ccccc1-c1n[nH]c2c1CC(=O)N(c1ccccc1)C2 | i
CN1CC2(CCN(Cc3cccn3C)CC2)CC1C(=O)N1CCOCC1 (configuration not stated) | -26.1%
OCCC1CN(Cc2cn[nH]c2-c2ccc(F)cc2)CCN1Cc1cccs1 (configuration not stated) | ?
CCCCNC(=O)C1CCN(C(=O)N2CC(C)Oc3ccc(Cl)cc32)CC1 (configuration not stated) | -11.8%
COc1ccc(CNC(=O)CSc2ncc3c(n2)-c2cc(Cl)ccc2N(Cc2ccccc2)S3(=O)=O)cc1 | -29.4%
COc1ccccc1Cn1cc(C(=O)c2ccccc2)c(=O)c2cc(OC)c(OC)cc21 | 2.51µM*
CC(C)c1ccc(-c2nc(-c3cccnn3)no2)c(=O)[nH]1 | -25.2%
CC(C)C(=O)N1CCC(Oc2cccc(F)c2)C1 (configuration not stated) | ?
COc1ccccc1CCC(=O)N1CCC2(CC1)N=C(c1ccc(C)cc1)NO2 | -25.0%
COc1ccc(-c2noc([C@@H]3CCCN3C(=O)Cc3ccccc3Cl)n2)cc1OC | i
O=C(c1ccc(Cl)cc1)N1CCC([C@@H]2CNC[C@H]2CO)CC1 | 2.4%
Oc1cccc(-c2nc3ncccn3c2Nc2cccc(C(F)(F)F)c2)c1 | ?
O=c1ncn(CC2CC2)c2ccc(N3CCC(c4ccccc4)CC3)nc12 | -16.7%[44.1 µM]
COc1ccccc1-c1cc2c(ccn2C)c(C(=O)NCCN2CCNC2=O)n1 | -20.6%[44.1 µM]
COc1cccc(C2=NOC(C(=O)NC(C)(C)C)C2)c1 (configuration not stated) | -5.4%
CC(=O)c1ccc(NS(=O)(=O)c2ccc(Br)s2)cc1 | 36.8%[activator]
CCc1ccc(S(=O)(=O)N[C@@H]2COCC[C@H]2Oc2ccccn2)s1 | -18.1%
Cn1ccnc1C(=O)N1CCCCCCNC(=O)[C@@H]2CCCC[C@@H]21 | -9.0%
O=c1ccc(-c2ccccc2)c2n1C[C@H]1C[C@@H]2CN(Cc2ccc(CO)o2)C1 | ?
Cc1cccc(Cn2nnc(C(=O)Nc3cc(C)ccc3C)c2N)c1 | 2µM*
O=C(NCC1CCCO1)N1CCCn2cc(-c3ccccc3)nc21 (configuration not stated) | ?
CCOC(=O)C1(Cc2ccccc2F)CCCN(C(=O)c2cccc(C(=O)OC)c2)C1 (configuration not stated) | i
O=C(COc1ccccc1)N[C@H]1CO[C@H]2[C@@H]1OC[C@@H]2n1nnnc1Oc1ccc2c(c1)OCO2 | ?
CCN(C(=O)Cn1c(C)cc2nc3n(c(=O)c21)CCCCC3)c1cccc(C)c1 | i
Cc1ccc(CN2C[C@H]3CN(C(=O)C4CCOCC4)CCN3C2=O)cc1 | -3.3%[44.1 µM]
CCOC(=O)c1cccc(NC(=O)CN2C(=O)CC(C)(C)Sc3ccccc32)c1 | -28.4%
O=C(NCc1cccs1)C1CCN(c2nc3ncccc3o2)CC1 | -21.8%[44.1 µM]
Cc1ccc(N2Cc3c(ncnc3N3CCN(c4ncccn4)CC3)N(C)CC2=O)cc1 | i
CCc1cccc(C)c1Nc1c(-c2cccs2)nc2nc(C)cc(C)n12 | -20.6%
Cc1nc2c(C(=O)N(C)Cc3ccccc3)c[nH]n2c(=O)c1Cc1ccc(Cl)cc1 | -18.8%
O=C(c1cc(Cl)ccc1F)N1CCC(n2cc(-c3nc(C4CC4)no3)nn2)C1 (configuration not stated) | i
COc1cccc(N2C(=O)NC(=NC3CCCCC3)C23CCN(C(=O)OCc2ccccc2)C3)c1 (configuration not stated) | i
O=C(Nc1cnc(-c2ccc(Cl)cc2)nc1)c1ccccc1F | -21.8%
Cc1nn(-c2ccccc2)c(-n2cccc2)c1C(=O)N1CCN(c2ccccc2)CC1 | ?
CCOc1ccccc1NS(=O)(=O)c1ccc2c(c1)CC(C)N2C(=O)C1CC1 (configuration not stated) | -7.7%
O=C(Nc1ccccc1)c1cnc2n1CCN(Cc1ccc3[nH]ccc3c1)CC2 | ?
CCCNC(=O)CCc1c(C)nc2nc(-c3cc(OC)cc(OC)c3)nn2c1C | ?
COc1ccc(C(=O)N2CCCC2c2nc(CCOCC3CC3)no2)cc1 (configuration not stated) | -26.4%
Cc1cc(Cl)ccc1NC(=O)CSc1nc2c(c(=O)[nH]1)CCC2 | -11.1%
Cc1cccc2c1-c1sc(C(=O)NCc3ccccc3Cl)cc1CO2 | 23.7%
CCCNC(=O)N1CCC2(CC1)C(=O)N(C)c1ccccc12 | 66.1%[activator]
Cc1ccnc(NC(c2ccccc2F)c2ccc3cccnc3c2O)c1 (configuration not stated) | 6.31µM*
CCc1ccccc1NC(=O)c1ccc(F)c(S(=O)(=O)N2CCN(c3cccc(Cl)c3)CC2)c1 | 16.7%
